Assay outcomes from PubChem.
PABP1 MLLE inh: inhibitors of PABP1 MLLE–PAM2 peptide binding, primary screen, biochemical, fluorescence polarization, FITC-PAM2, GST-MLLE; Polyadenylate-binding protein 1 (Homo sapiens), P11940; inhibition, % at 20 µM; 0.36% of 360,000 active; AID 588489, 2011; in the data active = inhibition above about 35%, passing the limit was not always enough;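 note: plate controls were DMSO wells with GST-MLLE for no effect and wells lacking GST-MLLE protein for full effect; some results filed as inactive read as strong as hits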
CSN inh: inhibitors of CSN-mediated cullin deneddylation, primary screen, biochemical, fluorescence polarization, uHTS; COP9 signalosome complex subunit 5 (Homo sapiens), Q92905; Purified CSN, SCF-Nedd8-OG deneddylation; inhibition, % at 12.5 µM; 0.38% of 360,000 active;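 active = pattern-corrected inhibition above about 35%, with an unprinted fluorescence ratio check between 0.5 and 1.5, limit read from the data, passing the limit was not always enough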;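 note: 0% = enzyme with substrate and 100% = substrate without enzyme; some results filed as inactive read as strong as hits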
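Assay system: purified human Csn5 enzyme expressed in HEK293T cells; Input: 0.24 nM Csn5 enzyme, final concentration; Reagent: 10 nM SCFSkp2-Nedd8OG; Compound dosing: 12.5 µM single point; Times: reaction 90 min, room temperature; Technique: fluorescence polarization readout.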
FAS-TE inh: FAS thioesterase domain inhibitors, primary screen, biochemical, fluorescence intensity, uHTS | Fatty acid synthase (Homo sapiens), P49327 | recombinant FAS-TE, OMFH fluorogenic substrate, fluorescence endpoint | inhibition, % at 15 µM | 0.67% of 360,000 active;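 active = compounds whose normalised, plate-corrected inhibition of enzyme fluorescence in the single-dose primary screen is 50% or more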;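 note: 0% = DMSO with enzyme and 100% = substrate without enzyme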
MsrA inh: bovine MsrA enzyme inhibitors, primary screen, biochemical, absorbance, HTS | purified bovine MsrA, absorbance read-out | inhibition, % at 15.5 µM | 0.75% of 360,000 active | AID 651718, 2012; in the data active = inhibition above about 4.5%;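 note: 0% = vehicle wells with enzyme and 100% = reference inhibitor wells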
Neddyl block: inhibitors of cullin neddylation, primary screen, biochemical, TR-FRET, uHTS, NAE and Ubc12; NEDD8-conjugating enzyme Ubc12 (Homo sapiens) + NEDD8-activating enzyme E1 regulatory …; calls only at 25 µM; 0.58% of 360,000 active; in the data active = inhibition above about 36%
eLon inh: inhibitors of E. coli Lon protease, primary screen, biochemical, fluorescence polarization | P0A9M0 | purified E. coli Lon protease | inhibition, % at 7.94 µM | 0.42% of 360,000 active; in the data active = inhibition above about 13%, passing the limit was not always enough;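 note: 0% = enzyme with probe and DMSO and 100% = no enzyme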
Tb MetRS inh: T. brucei MetRS inhibitors, primary screen, biochemical, luminescence; 0.4% of 360,000 active; AID 624268, 2012; purified T. brucei MetRS, ATP depletion, Kinase-Glo luminescence; inhibition, % at 11.9 µM;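 active = inhibition above a per-plate cutoff of the control wells' mean inhibition plus 3 SD, cut at about 5.5% in these data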;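 note: 0% = DMSO wells median and 100% = median of wells with control inhibitor compound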
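Measured by: Kinase-Glo luciferase luminescence reporting remaining unconsumed ATP. Material: purified T. brucei MetRS enzyme. Doses: 11.9 µM compound single dose, 0.9% DMSO. Medium: HEPES buffer containing pyrophosphatase, BSA, spermine, DTT. Times: 15 min preincubation, 2 h reaction, all 25 °C. Reagent: methionine, ATP and bulk E. coli tRNA.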
bovine MsrA act: bovine MsrA enzyme activators, primary screen, biochemical, absorbance, HTS. Methionine sulfoxide reductase A (Bos taurus). purified bovine MsrA, absorbance read-out. activation, % at 10.6 µM. 0.3% of 360,000 active. AID 602163, 2012; in the data active = activation above about 7.5%;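 note: 0% = vehicle and 100% = reference activator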
Rin1-Abl PPI inh: inhibitors of Rin1-Abl protein binding, primary screen, biochemical, TR-FRET | Tyrosine-protein kinase ABL1 (Homo sapiens) + Ras and Rab interactor 1 (Homo sapiens), … | inhibition, % at 7.35 µM | 0.4% of 360,000 active; in the data active = inhibition above about 5%, passing the limit was not always enough
The depositor's hits bear a star; i = inactive; nt = no result given.

SMILES | PABP1 MLLE inh | CSN inh | FAS-TE inh | MsrA inh | Neddyl block | eLon inh | Tb MetRS inh | bovine MsrA act | Rin1-Abl PPI inh
Cc1nc2ccccn2c1C(=O)NNC(=O)Nc1ccccc1 | -12 | 1 | -1 | 0.8 | i | -10 | -0.4 | -8 | 3
O=C(NNC(=O)C1CCN(S(=O)(=O)c2cccc(Cl)c2)CC1)C1CC1 | 10 | 2 | -9 | -0.3 | i | -6 | -0.4 | 2 | 0
N/C(Cc1ccc(Cl)cc1)=N\OC(=O)c1ccccc1 | -9 | 1 | -1 | 2.3 | i | -12 | 0.6 | 0 | -3
OC1CCCN(Cc2cccc3ccccc23)C1 (centres undefined) | -7 | 2 | -8 | 1.1 | i | -2 | 0.0 | -2 | 2
CCn1nc(NC(=O)c2ccccc2)c2cc3cccc(C)c3nc21 | 7 | -7 | 25 | -1.3 | nt | 8 | 0.2 | -1 | 6
O=C(CN1CCN(Cc2ccccc2Cl)C1=O)NCCCN1CCOCC1 | 6 | 1 | -5 | -0.3 | i | 1 | -0.3 | -3 | 2
CCN(Cc1ccccc1)C(=O)CCc1nc(CN2CCN(C(=O)c3ccc([N+](=O)[O-])cc3)CC2)no1 | -2 | -3 | -4 | -0.5 | i | 1 | 0.2 | -2 | -2
COc1nc(OCCNC(=O)Nc2ccccc2)nc(N(C)C)n1 | 16 | 0 | 0 | 0.4 | i | -8 | 0.9 | -9 | 0
CCCN(CCC)Cc1cc(=O)oc2ccc3ccccc3c12 | -12 | 1 | 22 | 0.1 | i | -12 | -0.9 | -6 | 4
CC(O)[C@@H](NC(=O)C1CCC(CNC(=O)[C@H](Cc2ccccc2)NC(=O)OC(C)(C)C)CC1)C(=O)O (some centres undefined) | -5 | 7 | -2 | 0.3 | i | 2 | -0.7 | 0 | 0
COc1ccc(NC(=O)C2CCCO2)cc1 (centres undefined) | 10 | -2 | -4 | -0.6 | i | 2 | 0.2 | 0 | -1
CCCN1CCCc2cc(CN)ccc21 | 45* | -1 | -9 | 16* | i | 38* | 0.2 | -6 | 1
CCCCn1c(N)c(N(CCOC)C(=O)CSc2nnc(-c3ccco3)n2CC)c(=O)[nH]c1=O | -1 | -5 | -4 | 1.0 | i | -12 | -0.3 | -4 | 4
COc1ccc2c(CC(=O)NCCN3C(=O)S/C(=C\c4cccnc4)C3=O)coc2c1 | -2 | 6 | 2 | 2.9 | i | 10 | 0.0 | 1 | -4
COc1ccc(N(CC(=O)N2CCN(Cc3ccccc3)CC2)S(C)(=O)=O)c(OC)c1 | -2 | 0 | -6 | 0.3 | i | -5 | -0.6 | -2 | 3
CC(Cc1ccccc1)NC(=O)CCNNC(=O)c1ccncc1 (centres undefined) | -1 | 2 | -5 | 0.8 | i | -7 | -0.2 | -1 | -1
CCOC(=O)CC1=C(C(=O)OCC)C(c2cccnc2)C(C#N)=C(N)O1 (centres undefined) | 4 | -8 | -6 | 0.6 | i | 5 | 0.2 | 7 | 2
O=C(CN1C(=O)COc2ccccc21)NCCCN1CCN(Cc2ccccc2)CC1 | -8 | 0 | -6 | 0.5 | i | -7 | 0.0 | 1 | 0
Cc1cc2nc(C3CCCCC3)c(Cc3ccccc3)n2c(C)c1Br | -17 | -5 | 16 | 0.6 | i | -6 | 0.1 | 2 | 3
CC(=O)Nc1cccc(C(=O)N/N=C/c2ccc(C)o2)c1 | -1 | -2 | -2 | 0.7 | i | 1 | -0.6 | -7 | 3
O=C(CN1C(=O)NC2(CCCCC2)C1=O)Nc1ccc(N2CCOCC2)cc1 | -5 | -10 | -8 | -0.6 | i | 5 | -1.2 | -3 | -2
Cc1ccccc1-n1c(=O)cc(N2CCc3ccccc32)[nH]c1=O | 8 | 5 | -1 | 0.6 | i | -1 | -0.8 | -2 | 0
CCCNC(=O)C1(C)CCCN(Cc2ccc(C(F)(F)F)cc2)C1 (centres undefined) | 3 | -4 | -3 | -1.2 | i | 0 | -0.8 | -6 | 1
NC(=O)c1ccc(SCC(=O)NC2CCCCC2)c([N+](=O)[O-])c1 | 8 | 2 | -3 | 2.1 | i | 5 | -1.4 | -13 | -2
CCN(CC)CCNC(=O)c1ccc(NC(=O)Cc2ccsc2)cc1 | 5 | 0 | -5 | -1.1 | i | 0 | -0.2 | 1 | 0
Cc1cccc(NC2CCCCC2NS(=O)(=O)c2ccccc2)c1 (centres undefined) | 8 | 2 | 11 | 0.3 | i | 5 | -0.5 | 2 | -5
Clc1ccccc1OCCCCN1CCNCC1 | 11 | 2 | -3 | -0.9 | i | 1 | -0.7 | -3 | 4
O=C(N=C1SC2CS(=O)(=O)CC2N1c1ccccc1Cl)C1CCCO1 (centres undefined) | 9 | 4 | -8 | 1.0 | i | -20 | -0.4 | -1 | 1
CC(=O)NC(=S)Nc1ccc(N2CCOCC2)c(S(=O)(=O)Nc2cc(Cl)ccc2Cl)c1 | 5 | -6 | 13 | 0.3 | i | 1 | 0.1 | -4 | 2
COc1ccc(-c2ccc(CN3C(C)C(=O)N(Cc4cn(CCC5OCCO5)nn4)CCS3(=O)=O)cc2)cn1 (centres undefined) | -6 | -2 | -5 | -1.2 | i | -11 | -0.1 | -4 | 2
C=CCN(CC=C)Cc1nc(N)nc(Nc2ccccc2C)n1 | 6 | -3 | -5 | -1.4 | i | 11 | -0.7 | -3 | -3
Cc1ccc(S(=O)(=O)N2CCC(C(=O)OC(C)C(=O)N3CCOCC3)CC2)cc1 (centres undefined) | -7 | -1 | -7 | -0.8 | i | 3 | -0.1 | 0 | -3
COc1c(F)c(F)c(C(=O)Nc2ccc(NC(=O)Cc3ccccc3)cc2)c(F)c1F | -5 | 0 | -2 | 0.8 | i | -6 | -0.8 | -1 | 1
Cc1ccc(-c2ccc(S(=O)(=O)NCC3CCCO3)cc2)cc1 (centres undefined) | 9 | -6 | 5 | -1.2 | i | -3 | 2.0 | -3 | 1
Cc1oc(-c2ccc(Cl)cc2)nc1CN1CCC(C(=O)NCc2cccs2)CC1 | -6 | -1 | -6 | 0.1 | i | 7 | 1.1 | -2 | -2
Cc1occc1C(=O)NNC(=O)C1CCCC1 | -15 | -1 | 0 | -0.2 | i | -4 | -0.7 | -6 | -3

Structures listed above that bear a hit mark in MsrA inh.
canonical_smiles	PABP1 MLLE inh	CSN inh	MsrA inh	Neddyl block	eLon inh	Tb MetRS inh	bovine MsrA act	Rin1-Abl PPI inh
CCCN1CCCc2cc(CN)ccc21	45*	-1	16*	i	38*	0.2	-6	1

(list continues)
SMILES | PABP1 MLLE inh | CSN inh | FAS-TE inh | MsrA inh | Neddyl block | eLon inh | Tb MetRS inh | bovine MsrA act | Rin1-Abl PPI inh
S=c1nc[nH]c2c1ncn2-c1ccc(Cl)cc1 | 12 | -1 | -9 | 0.1 | i | 2 | -0.2 | -1 | 4
Cc1[nH]c2ccccc2c1C(=O)C(=O)NCc1nnnn1-c1cccc(F)c1 | 1 | 3 | -2 | 0.3 | i | -1 | 0.4 | -2 | 0
Cc1ccccc1C(=O)Nc1ccccc1C(=O)NCc1ccccc1 | -12 | 1 | 17 | 0.2 | i | 0 | -0.1 | 0 | -2
CCn1cc(C(=O)N2CCN(c3ccccn3)CC2)c(=O)c2cc(S(=O)(=O)N(C)C3CCCCC3)ccc21 | 0 | 3 | 31 | 2.2 | i | 7 | 0.1 | -2 | -3
Cn1nnc2cc(NC(=O)Nc3cccc(C(F)(F)F)c3)ccc21 | 4 | -1 | -4 | 0.9 | i | -2 | -0.1 | -2 | 1
O=C(NNS(=O)(=O)c1ccc(C(=O)NC2CCCC2)cc1)c1ccncc1 | 24 | 2 | -6 | -1.0 | i | -7 | -0.2 | -5 | 2
O=C(Nc1ccc(Cl)cc1)N1CCOC12CCCCC2 | -1 | -6 | 0 | -0.6 | i | -3 | -0.1 | -4 | -1
COCCN(CC(=O)NC1CCCCC1)C(=O)c1csnn1 | -19 | -3 | -9 | -0.2 | i | 3 | -0.3 | -1 | 2
CCOc1ccc(Nc2nnc(SCc3nc4ccccc4c(=O)[nH]3)s2)cc1 | -96 | 0 | -2 | 1.4 | i | 2 | -0.3 | -2 | 0
COCCn1c(C)cc(C(=O)COC(=O)c2cncc(Br)c2)c1C | -6 | -1 | -2 | 0.8 | i | 5 | -0.1 | -3 | 1
O=C(Nc1cccc2c1C(=O)NC2=O)c1ccc(S(=O)(=O)N2CCCC2)cc1 | 20 | -5 | 9 | 1.6 | nt | 4 | 0.0 | -4 | -3
O=C(CC1(C(F)(F)F)OCCO1)Nc1ccc2c(c1)OCO2 | 11 | -7 | -10 | -0.4 | i | -4 | 0.2 | -2 | -1
O=C(Nc1nncs1)c1ccc2c(c1)OCO2 | -14 | -2 | -7 | -0.8 | i | 11 | -0.1 | -3 | 1
Cn1c(=O)[nH]c(=O)c2c1ncn2CCN1CCOCC1 | -7 | -1 | -3 | 0.8 | i | -8 | -1.0 | -2 | -2
CCCc1nnc(-c2cc(OC)c(OC)c(OC)c2)o1 | 9 | -16 | -16 | 1.5 | i | 1 | -0.2 | 2 | 0
O=C(O)/C(=C\c1ccc(Br)cc1)c1ccc(S(=O)(=O)N2CCCCC2)s1 | -8 | 2 | 20 | 1.9 | i | -3 | -0.2 | -5 | 0
Cc1ccc(S(=O)(=O)NCC(=O)NCC(=O)OC(C(=O)NC(N)=O)C(C)C)cc1C (centres undefined) | 2 | 3 | -7 | -0.9 | i | -9 | -0.3 | -2 | 2
Cc1c(CCC(=O)O)c(=O)oc2cc3occ(-c4ccc(Br)cc4)c3cc12 | 2 | 8 | 7 | 2.3 | i | 0 | 0.1 | -3 | 2
Cc1ccc(C(=O)C(O)C(c2ccc(C)cc2)N2CCCCC2)cc1 (centres undefined) | 3 | 2 | 4 | 1.0 | i | 8 | -0.3 | 0 | -3
O=c1ccnc(S/C=C/c2ccccc2)[nH]1 | 14 | 4 | -10 | -0.9 | i | -6 | -1.2 | -5 | -2
CCOc1cc(C(=O)NC(C)CCc2ccccc2)cc(OCC)c1OCC (centres undefined) | -3 | -1 | 1 | -0.3 | i | 3 | -0.3 | 0 | -3
CC(C)NC(=O)c1cc(C2CCCCN2C(=O)c2cc(C(C)(C)C)nn2C)on1 (centres undefined) | 13 | 3 | -4 | 0.1 | i | 5 | 0.4 | -4 | 2
CCOC(=O)[C@]12CCC=C1N(Cc1ccc(Cl)cc1Cl)C(=O)[C@H](CC(=O)NCc1cccc(C(F)(F)F)c1)C2 | nt | 1 | 23 | 0.6 | i | -1 | 0.3 | 2 | nt
CCN(CC(=O)Nc1ccccc1C(F)(F)F)C(=O)CSCC(=O)Nc1cc(C)on1 | 14 | 2 | -1 | 1.2 | i | 3 | -0.5 | -9 | 2

Fetched by compound from the list above (two):
SMILES | PABP1 MLLE inh | CSN inh | FAS-TE inh | MsrA inh | Neddyl block | eLon inh | Tb MetRS inh | bovine MsrA act | Rin1-Abl PPI inh
CCCc1nnc(-c2cc(OC)c(OC)c(OC)c2)o1 | 9 | -16 | -16 | 1.5 | i | 1 | -0.2 | 2 | 0
O=C(O)/C(=C\c1ccc(Br)cc1)c1ccc(S(=O)(=O)N2CCCCC2)s1 | -8 | 2 | 20 | 1.9 | i | -3 | -0.2 | -5 | 0
